Screens from PubChem BioAssay.
Abeta rescue – A-beta toxicity reversal in yeast. 0.063% of 410,000 active. yeast expressing A-beta42, growth rescue, OD600, 48 h; response scale: 0% DMSO, 100% iron-clioquinol control. Potency, µM (top dose mostly 46.1 µM), for the others: top-dose growth rescue, actives largely listed as activators; also: potency is read from the fitted curve at half-maximal effect; nearly all actives have a fitted effect of over 55% in size
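Growth rescue measured by 600 nm absorbance after 48 h yeast culture at 30 C with compound. Values normalized between DMSO and an equimolar ferric chloride plus clioquinol control.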
FUS yeast rescue – rescues growth of FUS-expressing yeast; Potency, µM (highest dose often 76.6 µM), inactives show at the top dose growth rescue (activation), hits mostly activators; S. cerevisiae FUS-expressing, growth rescue, OD600, 24 h; 0.24% of 390,000 active;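 also: potency is read from the fitted curve at half-maximal effect; plate controls were DMSO vehicle for no effect and reference control for full effect; nearly all actives have a fitted effect of over 55% in size; some results filed as inactive show a strong effect at the top dose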
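Quantitative HTS measuring growth restoration of FUS-toxic yeast. Galactose-induced cells (OD 0.005) were exposed 24hr at 30C to compounds at several concentrations, then absorbance at 600 nm was recorded.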
PLK1 PBD block – PLK1 (human) polo-box domain binding inhibition; AID 720504; Plk1 PBD binding of FITC phosphopeptide, fluorescence polarization; 2.8% of 360,000 active; Potency, µM, for the others: max response, negative = inhibition, actives largely listed as inhibitors; P53350; also: potency is read from the fitted curve at half-maximal effect; series mostly up to about 57 µM; % is scaled to controls: 0 for no effect and ±100 for the full control effect; nearly all actives have a fitted effect of over 65% in size
IL2 activator – activates IL-2 in a cell-based reporter assay; IL-2 activation reporter assay, cell-based qHTS; stimulated with anti-CD3/CD4/CD28 beads; in transgenic mouse T cells; activation, % (series mostly up to about 46 µM); 0.065% of 360,000 active; AID 652025; in the data active = activation above about 50%; inconclusive = mostly about 30% to 49%; also: 0% is about no effect
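First, unstimulated transgenic mouse T cells were exposed to compound for 60 min. Next, anti-CD3/anti-CD4-coated beads with anti-CD28 were added. Finally, after 18 h at 37 degrees C, EGFP and DsRed were imaged.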
EPAC1 antag – antagonists of human EPAC1 | O95398 | 0.14% of 360,000 active | Potency, µM (top dose mostly 115 µM), inactives show at the highest dose activity change, negative = inhibition, hits mostly inhibitors | EPAC1 GEF assay, Rap1b-BODIPY-GDP exchange fluorescence;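 also: potency is read from the fitted curve at half-maximal effect; plate controls were vehicle for no effect and positive control for full effect; nearly all actives have a fitted effect of over 50% in size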
Target sequence (O95398 whole entry, looked up): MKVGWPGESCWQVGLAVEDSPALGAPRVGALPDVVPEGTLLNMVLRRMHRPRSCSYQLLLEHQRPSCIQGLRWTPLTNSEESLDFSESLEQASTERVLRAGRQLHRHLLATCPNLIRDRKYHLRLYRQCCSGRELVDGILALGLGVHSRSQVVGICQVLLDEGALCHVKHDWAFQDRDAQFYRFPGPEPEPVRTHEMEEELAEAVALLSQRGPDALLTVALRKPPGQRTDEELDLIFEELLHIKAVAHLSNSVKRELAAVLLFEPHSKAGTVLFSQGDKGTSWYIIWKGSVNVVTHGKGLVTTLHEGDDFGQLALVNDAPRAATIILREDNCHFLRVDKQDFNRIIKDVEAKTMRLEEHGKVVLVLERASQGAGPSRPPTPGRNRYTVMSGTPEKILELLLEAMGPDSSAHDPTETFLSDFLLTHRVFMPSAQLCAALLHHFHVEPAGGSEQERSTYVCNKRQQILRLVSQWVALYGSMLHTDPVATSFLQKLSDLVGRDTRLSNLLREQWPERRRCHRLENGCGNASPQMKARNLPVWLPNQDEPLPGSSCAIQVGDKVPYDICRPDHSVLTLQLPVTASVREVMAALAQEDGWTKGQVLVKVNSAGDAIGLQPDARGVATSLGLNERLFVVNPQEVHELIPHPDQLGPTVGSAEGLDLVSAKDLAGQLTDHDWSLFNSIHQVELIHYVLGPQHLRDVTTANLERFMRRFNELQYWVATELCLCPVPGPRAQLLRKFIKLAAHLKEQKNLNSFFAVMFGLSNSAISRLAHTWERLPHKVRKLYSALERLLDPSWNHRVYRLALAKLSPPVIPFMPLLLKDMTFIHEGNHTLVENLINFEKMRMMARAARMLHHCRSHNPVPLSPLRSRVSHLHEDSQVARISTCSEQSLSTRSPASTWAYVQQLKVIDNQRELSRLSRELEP
EPAC1 agonist – activates human EPAC1 exchange factor | O95398 | EPAC1 agonist qHTS, biochemical assay; response scale: 100% = response to 6.5 mM cAMP | Potency, µM (titrated, usually from 154 µM), for inactives: at the top dose activation, most hits filed as activators | 0.073% of 360,000 active | AID 720707; also: potency is read from the fitted curve at half-maximal effect; nearly all actives have a fitted effect of over 60% in size
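Multi-concentration qHTS readout: loss of Rap1B-bound BODIPY-GDP fluorescence driven by 100 nM EPAC1 with excess GDP (50 uM), monitored kinetically at room temperature; agonist response expressed relative to 6.5 mM cAMP.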
PI5P4K alpha inh – blocks human PI5P4K alpha kinase activity | P48426 | PI5P4Kalpha enzyme, ADP-Glo luminescence, 60 min; active compounds read low | max response, % | 1.2% of 330,000 active; active = max response of -50% or lower; inconclusive = between -30% and -50%; inactive = -30% or higher; also: value at the top dose of about 77 µM; % is scaled to controls: 0 for no effect and ±100 for the full control effect
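PI5P4Kalpha ADP-Glo assay; 5 microM ATP final; 60 min RT reaction; HEPES pH 7.4/EGTA/CHAPS, 5% DMSO; controls lacking substrate or enzyme; luminescent end-point.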
WRN inhibitor – inhibitors of human WRN helicase. 0.46% of 360,000 active. Q14191. WRN helicase unwinding, fluorescent forked duplex, kinetic. AID 651768. Potency, µM (top dose mostly 114 µM), inactives show at the highest dose activity change, negative = inhibition, most hits filed as inhibitors; also: potency is read from the fitted curve at half-maximal effect; % is scaled to controls: 0 for no effect and ±100 for the full control effect; nearly all actives have a fitted effect of over 55% in size
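WRN at 20 nM final preincubated with compound 15 min at room temperature; reaction started with 100 nM fluorophore/quencher forked duplex oligonucleotide and 2 mM ATP final. Unwinding followed kinetically by red fluorescence (ex 525, em 598 nm).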
* hit, by the source's call; ? = inconclusive; . = not tested or not shown; & = joins results of further samples; [ ] = another dose, or the depositor's remark. Unless noted, calls follow the shape of the dose curve; as a rule, active = well fitted curve in the direction sought with a large enough effect; inconclusive = small, poorly fitted or top-dose-only effect, or another doubt; inactive = no such curve, though single readings can be large; an effect the other way counts as inactive or inconclusive.

SMILES	Abeta rescue	FUS yeast rescue	PLK1 PBD block	IL2 activator	EPAC1 antag	EPAC1 agonist	PI5P4K alpha inh	WRN inhibitor
CCSc1nnc(NC(=O)CCn2c(=O)oc3ccccc32)s1	-9%	-35%	0%	-3.3	-13%	1%	5	-1%
COc1ccc(S(=O)(=O)NCCc2c[nH]c3ccccc23)cc1OC	1%	13%	-4%	-0.3	-15%	1%	6	-1%
Cc1c(C(=O)NCc2ccccc2C(F)(F)F)sc(=O)n1Cc1ccccc1C#N	-12%	-10%	-2%	-0.6	0%	2%	5	2%[57.1 µM]
CCOC(=O)c1[nH]cnc1C(=O)NC(C)C	2%[9.22 µM]	-63%	3%	2.1	-4%	2%	-4	-10%
CN(C)CCN(C)C1CN(C2CCCC2)S(=O)(=O)C1 (stereo unspecified)	-9%	-12%	2%	0.2	9%	-9%	-2	4%
COc1cc(-c2nc3ccccn3c2/N=C/c2cc(OC)c(OC)c(OC)c2)ccc1O	-9%	.	-7%	-0.1	-13%	11%	6	-2%
O=c1oc2ccccc2cc1-c1nc(-c2ccccc2)no1	-20%	24%	-2%	-0.8	32%[activator]	-5%	3	-18%
CCOc1ccc2nc(NC(=O)CSc3cn[nH]n3)sc2c1	-8%	-15%	-5%	4.1	-6%	-8%	11	-15%
CC(C)Oc1cc(F)ccc1-c1cc(C(=O)NCC2CCCCC2)[nH]n1	2%	?	7%	-0.2	-10%	-6%	0	-2%
CC1=NN(C(C#N)c2c(C)nn(Cc3ccccc3)c2C)C(C)(C)C1 (stereo unspecified)	-9%	-37%	-11%	-1.1	-22%	2%	5	2%
CC1CCCN(C(=O)c2ccc([N+](=O)[O-])o2)C1 (stereo unspecified)	-40%[inhibitor]	11%	-1%	-2.8	14%	-7%	3	3%
CSc1ccccc1NC(=O)CN(C)C(=O)COc1cccc2cccnc12	-24%	12%	-8%	-0.8	-4%	2%	-16	3%
Cc1cc(/C=N/NC(N)=S)c(C)n1-c1cccc(Cl)c1	10µM*	43%	-8%	-1.1	-13%	7%	-4	-8%
CCc1nn(CCCC(=O)NC2CCCCC2C)c(=O)c2cc3occc3n12 (stereo unspecified)	0%	-19%	-7%	-0.1	3%	-6%	0	2%
O=C(Nc1nc2ccccc2s1)C1CCCO1 (stereo unspecified)	4%	25%	-3%	0.3	13%	2%	.	10%
COc1cc(C2/C(=C(/O)c3ccc(OCC(C)C)cc3)C(=O)C(=O)N2CCN(C)C)ccc1O (stereo unspecified)	19%	10%	-2%	0.9	-2%	9%	.	-8%
O=C(CN(Cc1ccco1)C(=O)CNS(=O)(=O)c1ccc(Cl)cc1)NCc1ccc(F)cc1	11%	-14%	27µM*	-0.7	-17%	-2%	-17	6%
COc1ccc2c(CC#N)c[nH]c2c1	-9%	11%	-4%	-0.9	-7%	-3%	1	-12%
CC(C)c1cc(Cn2c3ccccc3c(=O)n2C(C)Cn2cc(-c3ccc(C(C)(C)C)cc3)nn2)on1 (stereo unspecified)	0%	41%	-2%	-0.5	-10%	-8%	-1	-10%
CN(C)S(=O)(=O)N1CCN(c2cccc(Cl)c2)CC1	6%	4%	0%	-3.7	9%	-1%	3	-7%
Nc1nc(C(F)(F)F)c(Br)c(=O)n1N	-1%	-19%	-21%	0.2	3%	0%	-4	-4%
O=C(c1cc(C2CC2)nn1-c1ccccc1)N1CCN(Cc2ccccc2)CC1	2%	-36%	-9%	0.1	3%	-4%	3	11%
O=C(CN1CCN(c2ccccc2F)CC1)c1c[nH]c2ccc(F)cc12	-1%	23%	-5%	2.8	-3%	6%	.	-8%
COCC(=O)N1CCC(Oc2ccc(C(=O)N3CCCCCCC3)cc2)CC1	3%	.	1%	-2.0	3%	-7%	-2	3%

Sorted by value in PI5P4K alpha inh (low to high): 3 of the compounds above.
canonical_smiles | PLK1 PBD block | IL2 activator | EPAC1 antag | EPAC1 agonist | PI5P4K alpha inh | WRN inhibitor
Cc1cc(/C=N/NC(N)=S)c(C)n1-c1cccc(Cl)c1 | -8% | -1.1 | -13% | 7% | -4 | -8%
CCc1nn(CCCC(=O)NC2CCCCC2C)c(=O)c2cc3occc3n12 (stereo unspecified) | -7% | -0.1 | 3% | -6% | 0 | 2%
COc1ccc2c(CC#N)c[nH]c2c1 | -4% | -0.9 | -7% | -3% | 1 | -12%

(listing goes on)
SMILES	Abeta rescue	FUS yeast rescue	PLK1 PBD block	IL2 activator	EPAC1 antag	EPAC1 agonist	PI5P4K alpha inh	WRN inhibitor
CC(OC(=O)Cc1n[nH]c(=O)c2ccccc12)C(=O)Nc1ccc(Cl)cn1 (stereo unspecified)	-19%	13%	-9%	-0.9	7%	-1%	3	-21%
CC(=O)N1CCC(C(=O)OCc2ccccc2F)(c2ccccc2)CC1	17%	18%	-16%	-3.9	-2%	-9%	-7	-4%
O=C(c1cccc(S(=O)(=O)N2CCOCC2)c1)N1CCC(Cc2ccccc2)CC1	5%	34%	-14%	-0.4	0%	10%	19	2%
CC(C)Oc1ccc(C(CC(=O)O)NC(=O)C2CCCCC2)cc1 (stereo unspecified)	25%	29%	-2%	0.3	13%	1%	6	-10%[57.1 µM]
c1cncc(CNc2nc(-c3cccnc3)nc3ccccc23)c1	14%	27%	-2%	-1.8	-5%	3%	0	-10%
O=c1c2c3c(sc2nc2n1CCCC2)CCCCC3	-68%[inhibitor]	6%	-23%	0.1	-9%	-7%	-4	0%
Cc1ccc(C)c(C(=O)COC(=O)C2CCN(c3ccc(C(F)(F)F)cn3)CC2)c1	4%	.	-1%	1.6	-1%	-2%	14	1%
OC(COCc1ccc2c(c1)OCO2)CN1CCN(Cc2ccccc2)CC1 (stereo unspecified)	-6%	10%	-8%	1.3	17%	4%	1	-10%
Cc1cc(Br)ccc1NC(=O)CN1C(=O)CCC1=O	13%	10%	-5%	0.7	-4%	3%	.	-14%
COCCNC(=O)CCC(=O)NNc1nc2ccccc2c2nc(C)nn12	-3%&-14%	-33%	0%	-5.5	11%	-5%	0	-14%
O=C(c1ccccc1)N1CCN(CC(O)COc2ccc(Br)cc2)CC1 (stereo unspecified)	-10%	-15%	1%	0.6	1%	-7%	0	4%
CCOc1ccc(-c2cc(C(=O)NCc3cc(OC)cc(OC)c3)[nH]n2)c(C)c1	-17%	-10%	-2%	-0.3	-22%	-6%	-7	-7%

Reformatted: 2 of the compounds above.
SMILES,Abeta rescue,FUS yeast rescue,PLK1 PBD block,IL2 activator,EPAC1 antag,EPAC1 agonist,PI5P4K alpha inh,WRN inhibitor
CC(C)Oc1ccc(C(CC(=O)O)NC(=O)C2CCCCC2)cc1 (stereo unspecified),25%,29%,-2%,0.3,13%,1%,6,-10%[57.1 µM]
c1cncc(CNc2nc(-c3cccnc3)nc3ccccc23)c1,14%,27%,-2%,-1.8,-5%,3%,0,-10%

Later entries.
SMILES	Abeta rescue	FUS yeast rescue	PLK1 PBD block	IL2 activator	EPAC1 antag	EPAC1 agonist	PI5P4K alpha inh	WRN inhibitor
Fc1cccc(NC(=S)N2CCCC2)c1	3%	24%	-19%	7.7	-6%	3%	-7	1%
COc1ccc(Nc2nc(Cl)nc(NCc3ccco3)n2)c(OC)c1	-5%	10%	1%	0.8	18%	-9%	3	6%
CCCNC(=O)C1(C)CCN(CCC(=O)c2ccc(Br)cc2)C1 (stereo unspecified)	-3%	1%	11µM*	-0.8	-1%	-2%	-20	-14%
C=C(C)Cn1c(Sc2nc3ccccc3[nH]2)nc2c1c(=O)[nH]c(=O)n2C	11%	7%	-5%	1.3	4%	-3%	-4	-7%
CC12C(=O)N(c3cccc4cccnc34)C(=O)C1C1C=CC2C1 (stereo unspecified)	-15%	-23%	-1%	-3.3	-26%	3%	8	-2%
Cn1c(C(=O)NCc2ccco2)cc2c(=O)[nH]c3ccccc3c21	-3%	?	?	-0.9	-3%	1%	-7	-25%
O=C1CC2(CCCCCC2)Oc2ccc(Cl)cc21	-6%	7%	1%	-2.3	0%	-16%	-1	-2%
CCCOc1ccc(CCc2n[nH]c(=S)n2Cc2ccccc2)cc1	11%	4%	-15%	6.5	-16%	-2%	2	-13%
Cc1ccoc1C(=O)NCCNc1ccc(Cl)cc1[N+](=O)[O-]	14%	-11%	-1%	-1.9	?	-2%	-3	-17%
C#CCOC(=O)/C(=C/C=C/c1ccccc1)NC(=O)c1ccccc1	-16%	7%	-3%	0.1	-11%	0%	-9	-9%
COc1cc(-c2nnc3sc(Cc4ccccc4)nn23)cc(OC)c1OC	0%	?	27µM*	-3.9	-5%	1%	?	-17%
COc1ccc(/C=N/NC(=O)c2sc(C)nc2C)cc1	-5%	16%	-7%	-0.4	-12%	4%	2	-8%

Filtered by structure, the compounds so far with an aryl thioether with sulfur outside any ring
SMILES	Abeta rescue	FUS yeast rescue	PLK1 PBD block	IL2 activator	EPAC1 antag	EPAC1 agonist	PI5P4K alpha inh	WRN inhibitor
CCSc1nnc(NC(=O)CCn2c(=O)oc3ccccc32)s1	-9%	-35%	0%	-3.3	-13%	1%	5	-1%
CCOc1ccc2nc(NC(=O)CSc3cn[nH]n3)sc2c1	-8%	-15%	-5%	4.1	-6%	-8%	11	-15%
CSc1ccccc1NC(=O)CN(C)C(=O)COc1cccc2cccnc12	-24%	12%	-8%	-0.8	-4%	2%	-16	3%
C=C(C)Cn1c(Sc2nc3ccccc3[nH]2)nc2c1c(=O)[nH]c(=O)n2C	11%	7%	-5%	1.3	4%	-3%	-4	-7%

The listing continues.
SMILES	Abeta rescue	FUS yeast rescue	PLK1 PBD block	IL2 activator	EPAC1 antag	EPAC1 agonist	PI5P4K alpha inh	WRN inhibitor
Cc1ccc(NC(=S)/C(C#N)=C2/Nc3ccccc3S2)cc1	-14%	?	27µM*	-1.9	?	2%	-27	-30%
Cc1cc(C)cc(-n2c3ccc(NC(=S)NC4CCCCC4)cc3c(=O)n2C)c1	0%	?	-18%	-0.8	-12%	-3%	-11	0%
CCC(CC)C(=O)Nc1ccc(C)c(O)c1	-9%	.	-1%	-2.1	-4%	-13%	-5	-22%
O=S(=O)(C=C(c1ccccc1)c1ccccc1)c1ccccc1	-11%	5%	0%	-0.8	-18%	27%	4	-14%
CCOC(=O)c1c(S(=O)(=O)NCC(=O)Nc2cc(C)ccc2C)c(C)n(C)c1C	10%&-4%	18%&15%	-11%	-0.3	?	0%	1	2%
Clc1ccccc1-c1nnc2sc(-c3ccc4c(c3)OCO4)nn12	2%	25%	4.7µM*	-1.5	0%	-4%	.	-15%
O=C(Nc1cc(S(=O)(=O)N2CCCCC2)ccc1Cl)c1ccccc1NS(=O)(=O)c1ccc(F)cc1	-3%	0%	?	-0.7	50µM*	0%	-15	?
COCCN1C(=O)c2ccccc2C(C(=O)NCCCN2CCCC2)C1c1c[nH]c2ccccc12 (stereo unspecified)	1%	12%	-2%	-2.2	8%	4%	1	4%
